CHT PAM: allosterically activates the human high affinity choline transporter; Q9GZV3; CHT-expressing cells, membrane potential dye, choline EC20; active compounds read high; LV-AA mutant CHT in HEK293 cells; B-score at 10 µM; 310,000 compounds, 0.49% hits;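 active = initial fluorescence not abnormally high and integrated response B-score, plate-corrected, over 3 SD above library mean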
Target sequence (Q9GZV3 whole entry, looked up): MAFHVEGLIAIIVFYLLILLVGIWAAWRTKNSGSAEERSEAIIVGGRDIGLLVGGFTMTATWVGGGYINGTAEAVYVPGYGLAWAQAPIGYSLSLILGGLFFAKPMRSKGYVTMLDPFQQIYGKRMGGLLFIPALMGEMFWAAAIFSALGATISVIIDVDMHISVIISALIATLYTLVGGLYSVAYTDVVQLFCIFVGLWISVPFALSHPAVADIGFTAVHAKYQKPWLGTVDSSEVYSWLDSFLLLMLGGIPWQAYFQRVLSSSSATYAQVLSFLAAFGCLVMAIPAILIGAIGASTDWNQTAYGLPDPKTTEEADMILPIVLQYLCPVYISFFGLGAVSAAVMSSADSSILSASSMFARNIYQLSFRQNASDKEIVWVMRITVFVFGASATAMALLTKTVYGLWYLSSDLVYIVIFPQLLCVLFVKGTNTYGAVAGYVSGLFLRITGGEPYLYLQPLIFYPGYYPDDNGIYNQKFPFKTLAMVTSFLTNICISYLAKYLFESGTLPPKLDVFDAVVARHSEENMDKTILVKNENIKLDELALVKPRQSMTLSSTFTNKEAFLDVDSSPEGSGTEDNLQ
CHT inh: inhibitors of human choline transporter CHT; Q9GZV3; CHT-expressing cells, membrane potential dye, choline response; active compounds read low; B-score at 10 µM; 310,000 compounds, 0.86% hits;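 active = B-score over 3 SD under the library average, and starting fluorescence ratio not unusually high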;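 also: choline stimulus applied at its EC90 after an EC20 pre-addition; B-score computed on integrated fluorescence ratio after choline addition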
STK33 inh: human STK33 kinase inhibition; Q9BYT3; purified STK33, MBP phosphorylation, ADP-Glo luminescence; inhibition, % at 10 µM; 320,000 compounds, 0.073% hits;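 active = inhibition at or above 25%, using the most active replicate where run in duplicate; inactive = inhibition below 25%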
* = called active by the depositor; i = inactive; nt = not tested or not shown; & = joins results of further samples. An excerpt, so the mix of outcomes need not match the whole.

molecule	CHT PAM	CHT inh	STK33 inh
CC(=O)C1=C(C)OC(N)=C(C(=O)OC(C)C)C12C(=O)Nc1ccccc12 (stereo not drawn)	i	i	nt
CC[C@H]1CC2CN3CCc4c([nH]c5cc(OC)ccc45)[C@](C(=O)OC)(C2)[C@H]13	i	i	-0.7
[N-]=[N+]=CC(=O)OC[C@H](N)C(=O)O	i	i	-0.4
C=CCn1c(C)c(C=C2C(=O)NC(=O)NC2=O)c2ccccc21	i	i	-2.6
O=C(CSC1c2ccccc2-c2ccccc21)N/N=C/c1ccccc1	i	i	-1.2
CC(C(=O)c1c[nH]c2ccccc12)N1CCSCC1 (stereo not drawn)	i	i	0.2
CCC(=O)N1N=C2C3CCN(CC3)C2C1c1ccc(C)cc1 (stereo not drawn)	i	i	-0.1
COC(=O)OCC12CCC(O1)C1(C)C(=O)OCC21 (stereo not drawn)	i	i	-1.0
COc1cccc(CNCCc2c[nH]c3ccccc23)c1OC	i	i	-1.4
O=c1c2ccccc2[nH]c(=S)n1-c1ccc2c(c1)OCO2	i	i	-1.0
O=c1[nH]c(=S)n(-c2ccccc2F)c(O)c1C=NCCN1CCNCC1	i	i	-1.3
O=c1cccc2n1CC1CC2CN(Cc2cccc(Cl)c2Cl)C1 (stereo not drawn)	i	-5.4*	0.2
CN1CCN(c2ccc(S(C)(=O)=O)cc2[N+](=O)[O-])CC1	i	i	-0.4
CC12CCC3C(CC=C4CC(O)CCC43C)C1C/C(=C\c1ccccc1F)C2=O (stereo not drawn)	i	i	-0.9
COc1cccc([C@@]2(O)CCCC[C@@H]2CN(C)C)c1	i	i	-1.6&-1.6
COc1ccccc1C1CC2CCC(C1OC(C)=O)N2Cc1ccccc1 (stereo not drawn)	i	i	-1.1
O=C(NC1CCCCC1)Oc1cc2oc(=O)sc2cc1Cl	i	i	-1.2
O=C(C1CCC(=O)N1Cc1ccccc1Cl)N1CCC2(CC1)OCCO2 (stereo not drawn)	i	i	-1.5
CN1CCN(C(=O)COc2ccc(C(C)(C)C)cc2Br)CC1	i	i	-1.2
CN(C)c1ccc([P+](=O)c2ccc(N(C)C)cc2)cc1	i	i	-1.5
CC(=O)c1ccc(OC(C)C)c(Cc2c(O)[nH]c(=S)[nH]c2=O)c1	i	i	-1.0
CCCCn1c(O)c(C(C)=Nc2ccc(C(=O)O)cc2)c(=O)[nH]c1=O	i	i	-1.6
CCN(CC)c1nc2c(C)cccn2c(=O)c1C=C1C(=O)NC(=O)NC1=O	i	i	0.1
CSc1ncc(/C=C2/C(=O)NC(=O)N(c3ccc(C)cc3)C2=O)cn1	i	i	-0.5
CCCCc1nc(N2CCNCC2)c(C#N)c2c1CSC(C)(C)C2	i	i	-0.1
Cc1ccc2[nH]c(C)c(CCNCc3ccco3)c2c1	i	i	0.5
COc1ccc(OCCSc2nnnn2C2CCCCC2)cc1	i	-11*	-0.9
COc1ccc(C(=O)c2nc3ccccc3n2C(C)C)cc1OC	i	i	-0.7
CCC(C)NC(=O)c1c(N)n(CCCOC)c2nc3ccccc3nc12 (stereo not drawn)	i	i	-3.1
O=C(c1ccc(Cl)cc1)C1CCCN(C2CCSCC2)C1 (stereo not drawn)	i	i	0.7
CN(C)c1cccc2c(C#N)ccc(N(C)C)c12	7.8*	i	-0.7
CN(C)CCN=Cc1c(O)n(-c2cccc(C(F)(F)F)c2)c(=O)[nH]c1=O	i	i	1.1
Cc1cc(N2C(=O)C3CCCN3C2c2cccc(Cl)c2)no1 (stereo not drawn)	i	i	-0.5
Cc1cccc(N2C(=O)NC(=O)/C(=C/c3ccc([N+](=O)[O-])o3)C2=O)c1	i	i	-0.4
O=C(Cc1ccccc1)Oc1ccc(N2C(=O)CCC2=O)cc1	i	i	-2.4
CC(=O)NC(Cc1ccc(N(CCCl)CCCl)cc1)C(=O)NC(CC(C)C)C(=O)O (stereo not drawn)	i	i	-0.6
O=C1NC(=O)N(CCc2ccc(F)cc2)C(=O)/C1=C/C=C/c1ccccc1	i	i	0.4
Cc1ccsc1C(=O)C1CCCN(Cc2sc(N(C)C)nc2Cl)C1 (stereo not drawn)	i	i	-1.9
O=C1NC(=O)N(c2ccccc2)C(=O)/C1=C\C=C\c1ccccc1	i	i	-0.8
O=[N+]([O-])c1cc(O)c(O)c([N+](=O)[O-])c1	i	i	1.0
O=C(C[N+]12CCC(CC1)C(CO)C2)c1ccc([N+](=O)[O-])cc1 (stereo not drawn)	i	i	-0.3
OC(Cn1c2ccccc2c2ccccc21)C[n+]1ccccc1 (stereo not drawn)	i	i	0.8
Cc1cc(C)cc(-n2c(O)c(C=Nc3ccc(N4CCOCC4)cc3)c(=O)[nH]c2=S)c1	i	i	1.1
Cc1c(C(=O)C(=O)N2CCC3(CC2)OCCO3)c2ccccc2n1C	i	i	1.1
CS(=O)(=O)NNP(=O)(NNS(C)(=O)=O)NC(=O)c1ccccc1	i	i	1.7
N#CC1=C(N)Oc2c(c(=O)oc3ccccc23)C1c1ccc(OC(=O)N2CCOCC2)cc1 (stereo not drawn)	i	i	-0.3
CCC(=NCCN1CCCCC1)c1c(O)n(C)c(=O)n(C)c1=O	i	i	-2.3
CCOC(=O)C1C(=O)N(C)C2(C)CC1c1cc(OC)ccc1O2 (stereo not drawn)	i	i	0.5

Profiles from above. Screens in order: CHT PAM	CHT inh	STK33 inh
N#CC1=C(N)Oc2c(c(=O)oc3ccccc23)C1c1ccc(OC(=O)N2CCOCC2)cc1 (stereo not drawn) in the list: i	i	-0.3
Cc1c(C(=O)C(=O)N2CCC3(CC2)OCCO3)c2ccccc2n1C in the list: i	i	1.1
CS(=O)(=O)NNP(=O)(NNS(C)(=O)=O)NC(=O)c1ccccc1 in the list: i	i	1.7
O=C(C[N+]12CCC(CC1)C(CO)C2)c1ccc([N+](=O)[O-])cc1 (stereo not drawn) in the list: i	i	-0.3

Further structures follow.
molecule	CHT PAM	CHT inh	STK33 inh
Fc1ccc(CCNCc2ccc(Br)cc2)cc1	i	i	-0.5
O=C(CN1CCN(c2ccccc2F)CC1)Nc1cccnc1Cl	i	i	0.7
CCC(C)n1c(O)c(/C=N/Nc2nc3c(c(=O)n(C)c(=O)n3C)n2C)c(=O)[nH]c1=S (stereo not drawn)	i	i	-0.3
Cn1cc(C(=O)c2ccccc2)c2ccccc21	i	i	1.8
CCC1(CCCC(=O)c2ccc(F)cc2)C(=O)NC(=S)NC1=O	i	i	-0.6
COC(=O)C1=C(c2ccccc2)C[C@@H]2CC[C@H]1N2C(=O)NCc1ccccc1	i	i	-0.5
COCCOC(=O)C1=C(N)OC(C)=C(C(=O)OC)C12C(=O)Nc1ccccc12 (stereo not drawn)	i	i	0.7
COc1cc(C)c(CN2CCN(c3ccccc3)CC2)cc1C	i	i	1.1
CN(CCc1nnc(N)s1)[N+](=O)[O-]	i	i	-1.0
CC(C)CN1CCN(Cc2cccc3c2OCO3)CC1CCO (stereo not drawn)	i	i	-0.5
OCC#CC[N+]1(CC#Cc2ccccc2)CCCC1	i	i	3.1
CN1CC=C2C(C#N)=C(N)C(C#N)(C#N)C(c3ccncc3)C2C1 (stereo not drawn)	i	i	0.0
CN(C)[C@@H]1C(=O)C(C(N)=O)=C(O)[C@@]2(O)C(=O)C3=C(O)c4c(O)cccc4[C@@](C)(O)C3[C@H](O)C12 (stereo partly drawn)	i	i	2.7&0.9
C=CCNC(=S)/N=C/c1c(O)[nH]c(=O)[nH]c1=O	i	i	-0.2
Cc1nn(CC(C)C)c(Cl)c1C(=O)O	i	i	-1.3
CC1CCC(N2CCN(C(=O)COc3ccccc3)CC2)CC1 (stereo not drawn)	i	i	1.0
Cc1nn(Cc2ccccc2Cl)c(Cl)c1C(=O)OCC(=O)NCc1ccco1	i	i	-0.7
O=[N+]([O-])c1cc([As](=O)(O)c2ccc(O)c([N+](=O)[O-])c2)ccc1O	i	i	-2.0
COCCOC(=O)c1c(N)n(Cc2ccco2)c2nc3ccccc3nc12	i	i	3.1
CCOC(=O)c1ccc2c(c1)n(Cc1ccccc1)c(C)[n+]2CC	8.1*	i	-2.3
O=C(c1cc(C(=O)NCc2ccccc2)c(=O)n(Cc2ccccc2)c1)c1cc(Cl)ccc1O	i	i	-2.0
O=c1[nH]c(=O)n(Cc2ccco2)c(O)c1C=NCc1ccco1	i	i	0.2
Cc1ccc(-c2nc3ccccc3c(=O)n2-c2ccc(Br)cn2)cc1	i	i	0.7
COc1ccc(-c2cc(=Nc3ccccc3)c3cc(C)ccc3o2)cc1	i	i	-1.6
O=C(N/N=C/c1c(O)n(Cc2ccco2)c(=O)[nH]c1=O)c1ccccc1O	i	i	0.3
N=C1c2ccccc2CN1NC(=O)c1ccccc1	i	i	-1.6
CN1CCCN(C(=O)COc2cccc(C(F)(F)F)c2)CC1	i	i	-0.1
CCCCn1c(O)c(C(CC)=NCCN2CCCCC2)c(=O)[nH]c1=O	i	i	-1.5
COc1ccccc1N=C1SCCCN1C	i	i	0.7
COc1ccc2c(c1)C13CCCC[C@@H]1C(C2)N(C)CC3 (stereo partly drawn)	i	i	-0.4
CC(C)N(CCC(C(N)=O)(c1ccccc1)c1ccccn1)C(C)C (stereo not drawn)	i	i	0.5
OC1/C(=C/c2ccccc2C(F)(F)F)N2CCC1CC2 (stereo not drawn)	i	i	-0.7
CC(C)(C)C(=O)NC1CCSC1=O (stereo not drawn)	i	i	1.3
O=[N+]([O-])/C(Cl)=C1\NCCN1Cc1ccc(Cl)nc1	i	i	0.7
Cc1cc(OCC(=O)N2CCC(C(=O)O)CC2)c2c3c(c(=O)oc2c1)CCCC3	i	i	2.1
CCN(CC)C(=O)c1ccc(NC(=O)Nc2ccccc2F)cc1	i	i	28*
CC(C)[C@H]1C(=O)O[C@H](C(C)C)C(=O)N(C)[C@@H](C(C)C)C(=O)O[C@H](C(C)C)C(=O)N(C)[C@@H](C(C)C)C(=O)O[C@H](C(C)C)C(=O)N1C	i	i	1.2
CN1C(=O)/C(=C/c2ccc(N3CCCCCC3)o2)C(=O)NC1=S	i	i	-1.3
COc1ccc(Cc2nccc3cc(OC)c(OC)cc23)cc1OC	8.6*	i	1.2
CCOC(=O)C1=C(N)OC2=C(C(=O)CCC2)C12C(=O)N(CC(N)=O)c1ccccc12 (stereo not drawn)	i	i	1.2
NCCc1c[nH]c2ccc(OCc3ccccc3)cc12	i	i	0.3
COc1cccc(N2C(=O)NC(=O)C3(Cc4cc(C)ccc4N(C)C3)C2=O)c1 (stereo not drawn)	i	i	0.2
COc1ccc(-c2cc(=O)c3c(OC)c(OC)c(OC)cc3o2)cc1	i	i	-26
COc1ccccc1CN1CCN(C(=O)COc2ccccc2)CC1	i	i	-0.3
Cc1cc(/C=C2\C(=O)NC(=O)N(c3ccc(Cl)cc3)C2=O)c(C)n1-c1cccc(C(=O)O)c1	i	i	0.1
O=C(OCC(=O)c1ccc([N+](=O)[O-])cc1)/C(=C/c1ccc(Cl)cc1)NC(=O)c1ccccc1	i	i	0.2
CC1CCN(CC(=O)c2ccccc2Cl)CC1	i	i	-1.1
O=c1c2ccccc2nc(-c2ccc(Cl)cc2Cl)n1-c1ccncc1	i	i	-0.5
NNP(=O)(CC(=O)c1ccccc1)c1ccccc1 (stereo not drawn)	i	i	-1.9
COc1ccc(Cn2c(O)c(C=Nc3c(C)n(C)n(-c4ccccc4)c3=O)c(=O)[nH]c2=O)cc1	i	i	-0.7
Cc1cc(OC(=O)N(C)C)nc(-c2ccc(C)c(Cl)c2)n1	i	i	0.5
COc1ccc(-c2nn(CCC#N)cc2C(=O)Nc2cccc([N+](=O)[O-])c2)cc1OC	i	i	-0.8
O=C(C[N+]12CCC(CC1)C(O)C2)c1ccc(Br)cc1 (stereo not drawn)	i	i	-1.8
CCC(CC)NC1CCCCC1OC (stereo not drawn)	i	i	-1.2
O=C(c1ccc(Cl)cc1)C1CCCN(Cc2ccc3nonc3c2)C1 (stereo not drawn)	i	i	-0.6
O=C1C2CCCN2C(c2ccncc2)N1c1ccc(Cl)c(Cl)c1 (stereo not drawn)	i	i	-0.9

Brought forward from above: 4 compounds; new compounds follow.
molecule	CHT PAM	CHT inh	STK33 inh
O=C(C[N+]12CCC(CC1)C(O)C2)c1ccc(Br)cc1 (stereo not drawn)	i	i	-1.8
CCC(CC)NC1CCCCC1OC (stereo not drawn)	i	i	-1.2
O=C(c1ccc(Cl)cc1)C1CCCN(Cc2ccc3nonc3c2)C1 (stereo not drawn)	i	i	-0.6
O=C1C2CCCN2C(c2ccncc2)N1c1ccc(Cl)c(Cl)c1 (stereo not drawn)	i	i	-0.9
CCOC(=O)C1=C(C)OC(N)=C(C(=O)OCC)[C@@]12C(=O)N(CC(N)=O)c1ccccc12	i	i	0.7
O=C(c1ccccc1F)c1cn(Cc2ccc(F)cc2)c2ccccc12	i	i	-2.4
CCC(=Nc1ccc2c(c1)CCC2)c1c(O)n(-c2ccc(OC)cc2)c(=O)[nH]c1=O	i	i	-0.4
CC(=O)Nc1ccccc1C(=O)OCc1cccc(F)c1	i	i	-0.3
Cc1cc(/C=C2\C(=O)NC(=O)N(Cc3ccco3)C2=O)c(C)n1-c1ccc(C(=O)O)cc1	i	-6.3*	1.7
O=C(c1cc(S(=O)(=O)N2CCC3(CC2)OCCO3)ccc1F)N1CCC2(CC1)OCCO2	i	i	-2.8
